GSIS activator – GLuc luminescence reporter in INS-1E cells, primary screen for activators of glucose-dependent secretion of insulin; INS-1E GLuc reporter insulin secretion, 2-3 h; activation, % at 16.6 µM; 0.61% of 370,000 active;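 active means lowest replicate activation of at least 40%, so every replicate reaches that level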;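 further: 0% = median of neutral control wells and 100% = median of IBMX positive control wells; some compounds called inactive have numbers as strong as hits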
CFTR F508del cor – F508del CFTR correction, initial screen, CFBE line, single point; CFBE cells, YFP halide quenching; stimulated with forskolin plus potentiator P3; % fluorescence drop versus neutral controls; activity (quench increase), % at 7.58 µM; 0.36% of 350,000 active; AID 720511, 2013;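 active means mean added fluorescence quench of at least 8% versus neutral control, with both replicates also reaching 8%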;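 further: cells transiently co-express mutant CFTR-F508del with the halide-sensitive YFP; corrector assay measuring rescue of mutant channel to the surface after 24 h compound exposure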
FN deposition inh – inhibitors of fibronectin matrix deposition, primary screen, AH1F cells, Alexa488-fibronectin fluorescence, plate reader. AH1F fibroblasts, overnight. inhibition, % at 12.6 µM. 0.086% of 350,000 active. AID 743247, 2014;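 active means mean inhibition across replicates of 30% or more, regardless of how many single replicates reach that level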;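 further: positive control wells lacked labelled fibronectin entirely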
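Assay system: AH1F fibroblast monolayer, labelled fibronectin deposition. Amount: 10000 cells per well. Also added: labelled fibronectin 24 nM. Compound: single-point pinned compound. Incubation: cell attachment 1 h, compound and FN exposure overnight. Detection: fluorescence after three HBSS washes, excitation 485 nm, emission 525 nm. Read-out: inhibition of fibronectin deposition signal.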
* marks the source's active call; other numbers are inactive results. Not all compounds are listed; the hit share may differ from the screen's.

Results for O=C(CCC1CCCN(C(=O)C2=CCCCC2)C1)N1CCN(c2ccccn2)CC1 (centres undefined) ?
GSIS activator: -4; CFTR F508del cor: 2.2; FN deposition inh: 1

Results for Cc1cccc(C)c1NC(=O)CNC(=O)Cn1nc(C)c(C)c(C#N)c1=O ?
GSIS activator: -3; CFTR F508del cor: 1.2; FN deposition inh: -2

Results for Cc1[nH]c2ccccc2c1CC(=O)Nc1ccc(Nc2cccnc2)c(-c2cc(F)cc(F)c2)c1 ?
GSIS activator: -11; CFTR F508del cor: -4.4; FN deposition inh: 5

Results for CCCN1C(=O)/C(=C/c2ccc(OCC(=O)OCC)cc2)NC1=S ?
GSIS activator: 5; CFTR F508del cor: -2.6; FN deposition inh: -7

How did COc1cc2c(c(OC)c1OC)[C@@]1(c3ccccc3)CCCC[C@H]1[C@@H]2NC(=O)C(F)(F)F do in these assays?
GSIS activator: -37; CFTR F508del cor: -1.4; FN deposition inh: -11

How did CC(=O)N(C[C@@H]1[C@@H](c2ccc(C3=CCCC3)cc2)[C@@H](CO)N1CC1CC1)C(C)C do in these assays?
GSIS activator: -5; CFTR F508del cor: 3.8; FN deposition inh: 7

What do the screens show for `CC/C(=N\NC(=O)c1ccoc1C)c1ccc(C)o1`?
GSIS activator: -4; CFTR F508del cor: -0.9; FN deposition inh: -4

Results for CC(C)c1ccc(N(CC(=O)NCc2ccc(F)cc2)C(=O)c2csnn2)cc1 ?
GSIS activator: -13; CFTR F508del cor: 3.0; FN deposition inh: 15

How did O=C(NN=C1CCCCC1)c1ccccc1OCc1ccc(F)cc1 do in these assays?
GSIS activator: 1; CFTR F508del cor: 2.5; FN deposition inh: 18

How did Cc1cnc(C(=O)OCC(=O)NC2CCCCCCC2)cn1 do in these assays?
GSIS activator: -7; CFTR F508del cor: -3.2; FN deposition inh: -4

How did O=Cc1cc(N=Nc2ccccc2Cl)ccc1O do in these assays?
GSIS activator: -11; CFTR F508del cor: -1.5; FN deposition inh: 1

How did Cc1ccc(CN2CCN(Cc3cccc(C)n3)CC2CCO)cc1 (centres undefined) do in these assays?
GSIS activator: -12; CFTR F508del cor: 0.9; FN deposition inh: -13

How did O=C(c1ccco1)N(Cc1ccccc1)c1cccc([N+](=O)[O-])c1 do in these assays?
GSIS activator: 37; CFTR F508del cor: 3.1; FN deposition inh: -4

What do the screens show for `O=C(NCCOc1ccc(Cl)cc1)C(=O)NCC1CCCO1` (centres undefined)?
GSIS activator: 23; CFTR F508del cor: 1.7; FN deposition inh: -6

Results for O=C(C[n+]1cc(-c2ccc(Cl)cc2)n2c1CCCCC2)c1ccccc1 ?
GSIS activator: 8; CFTR F508del cor: -0.8; FN deposition inh: -11

How did Cc1cc(Oc2cccnc2)ccc1NC(=O)Cc1cn(C)c2ccccc12 do in these assays?
GSIS activator: 162*; CFTR F508del cor: 2.1; FN deposition inh: 9

What do the screens show for `Cc1csc(N2C(=O)C3C4CCC(O4)C3C2=O)n1` (centres undefined)?
GSIS activator: -4; CFTR F508del cor: -2.7; FN deposition inh: -3

How did CCn1c(SC2CCOC2=O)nnc1-c1ccc(Cl)cc1 (centres undefined) do in these assays?
GSIS activator: -7; CFTR F508del cor: 0.0; FN deposition inh: -1

What do the screens show for `O=C1NC[C@H](CCCCN2CCN(Cc3ccccc3)C(=O)C2=O)N(CCc2ccc(O)cc2)C1=O`?
GSIS activator: 5; CFTR F508del cor: 1.1; FN deposition inh: 13

What do the screens show for `CCOC(=O)N1CCC(N2CCCC(C(=O)c3cc(F)ccc3OC)C2)CC1` (centres undefined)?
GSIS activator: -3; CFTR F508del cor: 1.5; FN deposition inh: 11

What do the screens show for `CCOC(=O)c1cnc(N)nc1C(F)(F)F`?
GSIS activator: 25; CFTR F508del cor: 5.0; FN deposition inh: -4

How did O=C(CNC(=O)c1ccccc1O)N/N=C/c1ccccn1 do in these assays?
GSIS activator: -1; CFTR F508del cor: -1.7; FN deposition inh: -12

How did O=C(Cc1ccc(OCc2ccccc2)cc1)NCc1ccc2c(c1)OCO2 do in these assays?
GSIS activator: 1; CFTR F508del cor: 2.7; FN deposition inh: 9

How did Cc1cc(/C=C2/C(=N)N3C(=NC2=O)SN=C3S(C)(=O)=O)c(C)n1-c1ccccc1 do in these assays?
GSIS activator: 15; CFTR F508del cor: -2.6; FN deposition inh: 4

How did COc1ccc(OCC2CN(C3CCCC3)S(=O)(=O)CCO2)cc1 (centres undefined) do in these assays?
GSIS activator: -2; CFTR F508del cor: -2.6; FN deposition inh: 5

How did CC1(C(=O)Nc2ccc3c(c2)OCCO3)CN(S(C)(=O)=O)CC(=O)N1Cc1ccco1 (centres undefined) do in these assays?
GSIS activator: -4; CFTR F508del cor: -2.4; FN deposition inh: 1

What do the screens show for `COc1ccc(NC(=O)CCn2cccc2)c(OC)c1`?
GSIS activator: -5; CFTR F508del cor: -0.6; FN deposition inh: -7

Results for CC(=O)c1ccc(NC(=S)NN2C(C)CCCC2C)cc1 (centres undefined) ?
GSIS activator: 0; CFTR F508del cor: -2.1; FN deposition inh: -5

What do the screens show for `Cc1cccc(S(=O)(=O)Nc2ccc(-c3ccc4nncn4n3)cc2)c1`?
GSIS activator: 29; CFTR F508del cor: 2.4; FN deposition inh: -1

Results for CC(C)(C)SCCNS(=O)(=O)c1ccc(C#N)cc1 ?
GSIS activator: 5; CFTR F508del cor: -32; FN deposition inh: 1

How did CCOC(=O)Cc1csc(NC(=O)Cc2ccc(Br)cc2)n1 do in these assays?
GSIS activator: -35; CFTR F508del cor: 1.7; FN deposition inh: 6

What do the screens show for `COC(=O)c1sc(-c2ccccc2)cc1NC(=O)c1ccc(OC)cc1`?
GSIS activator: -3; CFTR F508del cor: -0.3; FN deposition inh: 5

How did COc1ccc(CCN(C)CCCN2CC(c3ccccc3)CC2=O)cc1OC (centres undefined) do in these assays?
GSIS activator: 5; CFTR F508del cor: -3.5; FN deposition inh: -10

What do the screens show for `Cc1ccc(Nc2nc(/N=C/N(C)C)n[nH]2)cc1C`?
GSIS activator: -1; CFTR F508del cor: 1.3; FN deposition inh: 5

Results for CCOC(=O)C(=C1Nc2ccccc2N1)n1c(-c2ccco2)nc2ccccc21 ?
GSIS activator: -20; CFTR F508del cor: 0.4; FN deposition inh: -2

How did COC(=O)C1=C(C)N(CCc2c[nH]c3ccccc23)C(=O)/C1=C\N(C)C do in these assays?
GSIS activator: -3; CFTR F508del cor: -6.5; FN deposition inh: 2

What do the screens show for `O=C(CCC(=O)NC1CCCCC1)N/N=C/c1ccncc1`?
GSIS activator: 11; CFTR F508del cor: 2.9; FN deposition inh: 0

How did CCC(=O)N(C)C[C@H]1N[C@@H](CO)[C@H]1c1ccc(-c2cccc(C#N)c2)cc1 do in these assays?
GSIS activator: -1; CFTR F508del cor: -1.0; FN deposition inh: -6

What do the screens show for `CC(C)OC(=O)/C=C1\C[C@@H](c2ccccc2C(F)(F)F)O[C@@H](c2ccccc2C(F)(F)F)O1`?
GSIS activator: -1; CFTR F508del cor: -0.6; FN deposition inh: 0

Results for COc1cccc(NC(=O)C(c2ccccc2)N2CCN(c3ccccn3)CC2)c1 (centres undefined) ?
GSIS activator: 0; CFTR F508del cor: -1.0; FN deposition inh: -4

How did COc1ccc(CN=Nc2cc(C)nc(NS(=O)(=O)c3ccccc3Cl)n2)cc1 do in these assays?
GSIS activator: 10; CFTR F508del cor: -1.2; FN deposition inh: -6

Results for CC(=O)NC1CCCCN(C)C1=O (centres undefined) ?
GSIS activator: 9; CFTR F508del cor: -1.8; FN deposition inh: -4

What do the screens show for `O=[N+]([O-])c1ccc(COc2ccccc2CO)cc1`?
GSIS activator: -1; CFTR F508del cor: -2.3; FN deposition inh: 2

What do the screens show for `CC(C)(C)NC(=O)C(c1cccs1)N(C(=O)C(=O)NC1CCCC1)c1ccccc1F` (centres undefined)?
GSIS activator: -9; CFTR F508del cor: 1.8; FN deposition inh: 9

Results for CCN1CCOC(CC(=O)Nc2ccc([N+](=O)[O-])cc2)C1=O (centres undefined) ?
GSIS activator: -16; CFTR F508del cor: 1.9; FN deposition inh: 0

How did Cc1ccccc1OCCn1cc(C(=O)C(=O)N2CCOCC2)c2ccccc21 do in these assays?
GSIS activator: -4; CFTR F508del cor: 1.0; FN deposition inh: 10

How did Cc1ccc(-c2n[nH]c(=S)nc2-c2ccc(C)cc2)cc1 do in these assays?
GSIS activator: 22; CFTR F508del cor: -0.8; FN deposition inh: -3

Results for O=C(O)COc1ccccc1/C=C1\SC(=S)N(c2cccnc2)C1=O ?
GSIS activator: 23; CFTR F508del cor: 0.5; FN deposition inh: 7

Results for CC(C)(C)NC(=O)CSCc1c(Cl)cccc1Cl ?
GSIS activator: -6; CFTR F508del cor: -0.9; FN deposition inh: -1

What do the screens show for `O=C(NCc1ccccc1)[C@H]1CCCN1C(=O)[C@H]1CCCN1C(=O)c1cccs1`?
GSIS activator: -1; CFTR F508del cor: -0.5; FN deposition inh: 0

Results for O=C(COc1cc(F)ccc1[N+](=O)[O-])NCCCc1ccccc1 ?
GSIS activator: -6; CFTR F508del cor: -0.1; FN deposition inh: 11

Results for CCCCn1c(N)c(N(CCOC)C(=O)c2ccc(N(C)S(=O)(=O)c3ccc(C)cc3)cc2)c(=O)[nH]c1=O ?
GSIS activator: 16; CFTR F508del cor: 2.3; FN deposition inh: -3

Results for Cc1nc2ccc(NC(=O)Cc3cccc(F)c3)cc2s1 ?
GSIS activator: 2; CFTR F508del cor: 0.2; FN deposition inh: -3

Results for Cc1ccc(S(=O)(=O)c2c(N)n(-c3ccccc3)c3nc4ccccc4nc23)cc1 ?
GSIS activator: -1; CFTR F508del cor: -0.5; FN deposition inh: 18

How did CC(C)(C)OC(=O)N1CCC[C@H]1C(=O)N1CCC[C@H]1C(=O)NCc1ccncc1 do in these assays?
GSIS activator: 16; CFTR F508del cor: -2.5; FN deposition inh: 4

Results for COC(=O)[C@@]12C[C@@H](CC(=O)N3CCCCC3)C(=O)N(Cc3ccco3)C1=CCC(C)(C)C2 ?
GSIS activator: -5; CFTR F508del cor: -0.9; FN deposition inh: -5

What do the screens show for `CN(Cc1ccccc1)S(=O)(=O)c1ccccc1[N+](=O)[O-]`?
GSIS activator: 20; CFTR F508del cor: 0.8; FN deposition inh: -14

Results for Cc1cc(C)c2c3c(sc2n1)C(=O)N(c1ccccc1C)CC(=O)N3 ?
GSIS activator: -2; CFTR F508del cor: -32; FN deposition inh: 7

What do the screens show for `C/C=C/c1ccccc1[C@H]1[C@@H](CO)N(c2nc(CC)cs2)[C@H]1C#N`?
GSIS activator: -6; CFTR F508del cor: -0.2; FN deposition inh: 8

Results for CCCc1c(-c2ccc(Cl)cc2)ncn1Cc1ccccc1OC ?
GSIS activator: 2; CFTR F508del cor: 2.9; FN deposition inh: 4

Of the compounds above, these have a tert-butyl group.
Results for CC(C)(C)SCCNS(=O)(=O)c1ccc(C#N)cc1 ?
GSIS activator: 5; CFTR F508del cor: -32; FN deposition inh: 1

What do the screens show for `CC(C)(C)NC(=O)C(c1cccs1)N(C(=O)C(=O)NC1CCCC1)c1ccccc1F` (centres undefined)?
GSIS activator: -9; CFTR F508del cor: 1.8; FN deposition inh: 9

Results for CC(C)(C)NC(=O)CSCc1c(Cl)cccc1Cl ?
GSIS activator: -6; CFTR F508del cor: -0.9; FN deposition inh: -1

How did CC(C)(C)OC(=O)N1CCC[C@H]1C(=O)N1CCC[C@H]1C(=O)NCc1ccncc1 do in these assays?
GSIS activator: 16; CFTR F508del cor: -2.5; FN deposition inh: 4

Further records follow:
What do the screens show for `COc1ccc(CCNC(=O)CCCOc2cc(=O)n(C)c3ccccc23)cc1OC`?
GSIS activator: 16; CFTR F508del cor: 0.8; FN deposition inh: -2

What do the screens show for `S=C(Nc1ccccn1)Nc1ccccc1Cl`?
GSIS activator: -3; CFTR F508del cor: 3.0; FN deposition inh: -15

How did CCOC(=O)C1=C(C)N(CCCC(=O)O)C(=O)NC1c1ccc(Br)cc1 (centres undefined) do in these assays?
GSIS activator: 26; CFTR F508del cor: -2.9; FN deposition inh: -4

How did CC1=C(C(=O)Nc2ccccc2C(F)(F)F)C(c2sccc2C)NC(=S)N1 (centres undefined) do in these assays?
GSIS activator: -15; CFTR F508del cor: 2.0; FN deposition inh: -2

How did CC(Oc1ccc2ccc(=O)oc2c1)C(=O)c1ccccc1 (centres undefined) do in these assays?
GSIS activator: 15; CFTR F508del cor: -0.6; FN deposition inh: 8

Quoted at random: four entries already listed.
What do the screens show for `S=C(Nc1ccccn1)Nc1ccccc1Cl`?
GSIS activator: -3; CFTR F508del cor: 3.0; FN deposition inh: -15

What do the screens show for `COc1ccc(CCNC(=O)CCCOc2cc(=O)n(C)c3ccccc23)cc1OC`?
GSIS activator: 16; CFTR F508del cor: 0.8; FN deposition inh: -2

How did CC1=C(C(=O)Nc2ccccc2C(F)(F)F)C(c2sccc2C)NC(=S)N1 (centres undefined) do in these assays?
GSIS activator: -15; CFTR F508del cor: 2.0; FN deposition inh: -2

How did CC(Oc1ccc2ccc(=O)oc2c1)C(=O)c1ccccc1 (centres undefined) do in these assays?
GSIS activator: 15; CFTR F508del cor: -0.6; FN deposition inh: 8

Compound activity (PubChem BioAssay)
